beta cell repl – induces beta-cell replication in MIN6 cells; MIN6 cells proliferation, ATPlite luminescence, 48 h; cells starved in 0.2% serum; 100% = growth in 10% serum; 0.29% of 330,000 active; proliferation, % at 10 µM;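 active = compounds whose signal lies at least 3.5 SD above the mean of all wells on their plate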;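 also: 0% = DMSO-treated cells in low-serum medium and 100% = 10% serum control; some compounds called inactive have numbers as strong as hits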
APJ ag – APJ receptor agonism | 0.11% of 330,000 active | activation, % at 20 µM | CHO-K1 APJ PathHunter beta-arrestin, luminescence; 0% DMSO wells, 100% apelin;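 active = activation more than six SD over the plate average, tested at 20 µM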;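 also: 0% = DMSO alone and 100% = apelin-13 at 10 nM; some results filed as inactive read as strong as hits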
Target sequence (P35414 whole entry, looked up): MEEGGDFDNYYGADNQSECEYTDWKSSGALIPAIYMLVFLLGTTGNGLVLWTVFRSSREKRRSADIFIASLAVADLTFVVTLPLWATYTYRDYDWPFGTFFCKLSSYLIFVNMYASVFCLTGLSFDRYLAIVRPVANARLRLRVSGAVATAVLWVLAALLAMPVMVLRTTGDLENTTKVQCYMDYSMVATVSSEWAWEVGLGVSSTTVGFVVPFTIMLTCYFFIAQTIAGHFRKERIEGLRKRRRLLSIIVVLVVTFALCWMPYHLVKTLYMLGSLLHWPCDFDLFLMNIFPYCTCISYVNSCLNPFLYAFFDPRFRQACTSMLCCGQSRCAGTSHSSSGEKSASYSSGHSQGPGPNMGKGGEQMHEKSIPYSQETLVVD
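Test system: CHO-K1 APJ beta-arrestin complementation cell line | Compound: Single test compound dose, 20 µM final, 1% DMSO | Incubation: Compound 90 min 25 °C, reagent 1 h | Measured by: beta-gal luminescence | Read-out basis: APJ–arrestin association signal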
NALP3 yeast inh – NALP3 inhibition in yeast; Yeast reconstituted NLRP3/ASC/caspase-1, beta-gal luminescence, 24 h; inhibition, % at 10 µM; 0.39% of 330,000 active;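 active = inhibition of 50% or more; inactive = inhibition below 50%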;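 also: plate controls were induced DMSO wells for no effect and uninduced yeast grown without galactose for full effect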
tim23-1 inh – inhibits growth of tim23-1 mutant yeast; S. cerevisiae tim23-1 growth, BacTiter-Glo luminescence, 24 h; inhibition, % at 20 µM; 1.3% of 330,000 active; AID 463212;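 active = growth inhibition of the mutant yeast at or above 50%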;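 also: temperature-sensitive mutant grown at 25 °C; plate controls were DMSO-treated mutant yeast for no effect and medium wells lacking yeast for full effect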
tim10-1 inh – tim10-1 yeast growth inhibition; AID 463190; S. cerevisiae tim10-1 ts strain growth, BacTiter-Glo, 24 h; inhibition, % at 20 µM; 2.2% of 330,000 active;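 active = inhibition of at least 40%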;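 also: mutant grown at 25 °C; 0% = DMSO wells with yeast and 100% = wells holding no yeast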
MPTP block – inhibitors of mitochondrial permeability transition pore. 1.4% of 360,000 active. inhibition, % at 10 µM. AID 602449. isolated mouse mitochondria, Ca2+ swelling absorbance, 30 min;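 active = inhibition of 50% or more, scaled per plate between neutral and stimulator controls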;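 also: 0% = DMSO wells given calcium and 100% = 1 mM EGTA wells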
TIM10 inh – inhibits growth of TIM10 yeast strain; inhibition, % at 10 µM; S. cerevisiae TIM10 strain growth, BacTiter-Glo luminescence, 24 h; 1.4% of 330,000 active; AID 463195;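 active = inhibition of 40% or more at the single tested concentration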;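 also: wild-type TIM10 isogenic control strain grown at permissive 25 °C; 0% = DMSO yeast wells and 100% = minimal medium wells without yeast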
NR3A LBD binder – modulators (binders) of human NR3A ligand-binding domain. NR3A LBD differential scanning fluorimetry, Tm shift; 0% = protein alone, 100% = glycine-bound protein. AID 1259313. Tm shift relative to glycine control, % at 25 µM. 2.5% of 340,000 active;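 active = melting temperature shift of at least 10% of the positive control shift, at one fixed dose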
APJ antag – antagonists of human APJ apelin receptor; 0.32% of 330,000 active; inhibition, % at 20 µM; CHO-K1 APJ beta-arrestin complementation, luminescence; P35414;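 active = inhibition above about 40% at 20 µM, limit read from the data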;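 also: cells challenged with 10 nM apelin-13 agonist together with compound; plate controls were apelin-13 plus DMSO wells for no effect and DMSO wells lacking apelin-13 for full effect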
* marks the source's active call; other numbers are inactive results. Outcome played no part in choosing rows; about 7.2% have a hit in one of these screens.

What do the screens show for `CS(=O)(=O)c1ccccc1C(=O)N1CCN(Cc2ccccc2)CC1`?
beta cell repl: -1; APJ ag: -1; NALP3 yeast inh: 8; tim23-1 inh: 11; tim10-1 inh: 10; MPTP block: -2.0; TIM10 inh: -2; NR3A LBD binder: 5; APJ antag: -1

How did COc1ccc(S(=O)(=O)NCC2CCCN(C(=O)CCC(F)(F)F)C2)cc1 (stereo unspecified) do in these assays?
beta cell repl: -1; APJ ag: 1; NALP3 yeast inh: 24; tim23-1 inh: 9; tim10-1 inh: -1; MPTP block: 0.6; TIM10 inh: -7; NR3A LBD binder: -1; APJ antag: 6

Results for COc1cc(OC)cc(C(=O)OCn2nnc3ccccc3c2=O)c1 ?
beta cell repl: -1; APJ ag: 3; NALP3 yeast inh: 43; tim23-1 inh: 18; tim10-1 inh: -1; MPTP block: 0.6; TIM10 inh: -36; NR3A LBD binder: -2; APJ antag: 22

Results for O=C(NCCn1ccc2ccccc21)c1ccc2c(c1)OCO2 ?
beta cell repl: -2; APJ ag: -1; NALP3 yeast inh: 26; tim23-1 inh: 8; tim10-1 inh: 8; MPTP block: -0.5; TIM10 inh: -9; NR3A LBD binder: -3; APJ antag: 2

How did Cc1csc2nc(CCNS(=O)(=O)c3ccc4c(c3)OCCO4)cn12 do in these assays?
beta cell repl: -3; APJ ag: -3; NALP3 yeast inh: 15; tim23-1 inh: -2; tim10-1 inh: -1; MPTP block: 1.1; TIM10 inh: -7; NR3A LBD binder: -2; APJ antag: 6

Results for COc1ccccc1C(=O)COC(=O)COc1cccc2c1OC(C)(C)C2 ?
beta cell repl: 4; APJ ag: 8; NALP3 yeast inh: 12; tim23-1 inh: 18; tim10-1 inh: 15; MPTP block: -0.3; TIM10 inh: 3; NR3A LBD binder: -4; APJ antag: 7

How did COc1ccc(C(=O)NCCCCc2ccccc2)cc1 do in these assays?
beta cell repl: 0; APJ ag: 0; NALP3 yeast inh: 35; tim23-1 inh: 20; tim10-1 inh: -1; MPTP block: 3.9; TIM10 inh: 1; NR3A LBD binder: -2; APJ antag: 13

How did CN=C(Nc1ccccc1)SC1CC(=O)N(c2cccc(OC)c2)C1=O (stereo unspecified) do in these assays?
beta cell repl: -1; APJ ag: -1; NALP3 yeast inh: 5; tim23-1 inh: -21; tim10-1 inh: 13; MPTP block: 1.6; TIM10 inh: 12; NR3A LBD binder: -2; APJ antag: 11

How did CCOC(=O)C1=C(C)NC(C)=C(C(=O)OCC)C1C(=O)OCC(=O)c1ccc2c(c1)OCCO2 do in these assays?
beta cell repl: 1; APJ ag: -2; NALP3 yeast inh: 3; tim23-1 inh: 3; tim10-1 inh: 4; MPTP block: -0.2; TIM10 inh: 7; NR3A LBD binder: -2; APJ antag: -3

Results for COc1ccc(C(=O)C2CCCN(C(=O)c3cc4nc(C)cc(C)n4n3)C2)cc1F (stereo unspecified) ?
beta cell repl: -1; APJ ag: -4; NALP3 yeast inh: 9; tim23-1 inh: 16; tim10-1 inh: 26; MPTP block: 0.0; TIM10 inh: 7; NR3A LBD binder: 0; APJ antag: -4

What do the screens show for `Cn1c(-c2ccc(F)cc2)cnc1NCc1cccc([N+](=O)[O-])c1`?
beta cell repl: -1; APJ ag: -5; NALP3 yeast inh: 22; tim23-1 inh: -5; tim10-1 inh: -5; MPTP block: -0.5; TIM10 inh: -1; NR3A LBD binder: 1; APJ antag: 30

How did COc1ccccc1COCC(O)CN1CCN(S(=O)(=O)c2cccc(F)c2)CC1 (stereo unspecified) do in these assays?
beta cell repl: -4; APJ ag: -2; NALP3 yeast inh: 10; tim23-1 inh: 14; tim10-1 inh: 4; MPTP block: 0.0; TIM10 inh: 2; NR3A LBD binder: 2; APJ antag: -51

How did Cn1c(=O)cc(OCC(=O)N2CCN(c3cccc(C(F)(F)F)c3)CC2)c2ccccc21 do in these assays?
beta cell repl: 0; APJ ag: -2; NALP3 yeast inh: 14; tim23-1 inh: -2; tim10-1 inh: -2; MPTP block: 5.9; TIM10 inh: 2; NR3A LBD binder: -11; APJ antag: -2

How did O=C(NNC(=O)C1CC=CCC1)c1cccc(Br)c1 (stereo unspecified) do in these assays?
beta cell repl: -2; APJ ag: -3; NALP3 yeast inh: 11; tim23-1 inh: 7; tim10-1 inh: 1; MPTP block: 2.1; TIM10 inh: 6; NR3A LBD binder: 0; APJ antag: 0

What do the screens show for `Cc1nn(-c2ccccc2)c(N)c1C1(O)C(=O)N(C)c2ccccc21` (stereo unspecified)?
beta cell repl: -1; APJ ag: 0; NALP3 yeast inh: 3; tim23-1 inh: -11; tim10-1 inh: 6; MPTP block: -2.6; TIM10 inh: 12; NR3A LBD binder: 4; APJ antag: 4

An excerpt from further up, for reference:
Results for COc1cc(OC)cc(C(=O)OCn2nnc3ccccc3c2=O)c1 ?
beta cell repl: -1; APJ ag: 3; NALP3 yeast inh: 43; tim23-1 inh: 18; tim10-1 inh: -1; MPTP block: 0.6; TIM10 inh: -36; NR3A LBD binder: -2; APJ antag: 22

Results for O=C(NCCn1ccc2ccccc21)c1ccc2c(c1)OCO2 ?
beta cell repl: -2; APJ ag: -1; NALP3 yeast inh: 26; tim23-1 inh: 8; tim10-1 inh: 8; MPTP block: -0.5; TIM10 inh: -9; NR3A LBD binder: -3; APJ antag: 2

The listing picks up, repeating the 3 entries before the break.
How did Cn1c(=O)cc(OCC(=O)N2CCN(c3cccc(C(F)(F)F)c3)CC2)c2ccccc21 do in these assays?
beta cell repl: 0; APJ ag: -2; NALP3 yeast inh: 14; tim23-1 inh: -2; tim10-1 inh: -2; MPTP block: 5.9; TIM10 inh: 2; NR3A LBD binder: -11; APJ antag: -2

How did O=C(NNC(=O)C1CC=CCC1)c1cccc(Br)c1 (stereo unspecified) do in these assays?
beta cell repl: -2; APJ ag: -3; NALP3 yeast inh: 11; tim23-1 inh: 7; tim10-1 inh: 1; MPTP block: 2.1; TIM10 inh: 6; NR3A LBD binder: 0; APJ antag: 0

What do the screens show for `Cc1nn(-c2ccccc2)c(N)c1C1(O)C(=O)N(C)c2ccccc21` (stereo unspecified)?
beta cell repl: -1; APJ ag: 0; NALP3 yeast inh: 3; tim23-1 inh: -11; tim10-1 inh: 6; MPTP block: -2.6; TIM10 inh: 12; NR3A LBD binder: 4; APJ antag: 4

What do the screens show for `CNS(=O)(=O)c1ccc(N=Cc2c(C)[nH]n(-c3ccc(C)cc3C)c2=O)cc1`?
beta cell repl: -1; APJ ag: -4; NALP3 yeast inh: 11; tim23-1 inh: -1; tim10-1 inh: 2; MPTP block: -1.4; TIM10 inh: -13; NR3A LBD binder: 1; APJ antag: -22

Results for COc1ccc(-c2cn(CCO)nc2-c2ccc(OC)cc2)cc1 ?
beta cell repl: 0; APJ ag: -3; NALP3 yeast inh: 20; tim23-1 inh: 11; tim10-1 inh: 32; MPTP block: 0.3; TIM10 inh: -15; NR3A LBD binder: -1; APJ antag: -11

How did O=C(NC1CCCc2ccccc21)c1cccc(S(=O)(=O)N2CCN(c3ccccc3)CC2)c1 (stereo unspecified) do in these assays?
beta cell repl: -3; APJ ag: -7; NALP3 yeast inh: 3; tim23-1 inh: 22; tim10-1 inh: 28; MPTP block: 7.3; TIM10 inh: 22; NR3A LBD binder: -1; APJ antag: 8

What do the screens show for `CCCn1c(SCc2cc(=O)oc3ccc4ccccc4c23)n[nH]c1=O`?
beta cell repl: -1; APJ ag: -3; NALP3 yeast inh: 10; tim23-1 inh: 28; tim10-1 inh: 25; MPTP block: 1.9; TIM10 inh: 3; NR3A LBD binder: 0; APJ antag: 0

Results for N#CC1C(C#N)N2CCCN2C1c1ccc(Cl)cc1 (stereo unspecified) ?
beta cell repl: -3; APJ ag: -2; NALP3 yeast inh: -17; tim23-1 inh: 12; tim10-1 inh: 13; MPTP block: 3.4; TIM10 inh: -7; NR3A LBD binder: 0; APJ antag: 3

Results for CCCCN1C(=O)c2ccc(C(=O)Nc3c(N)n(CCCC)c(=O)n(C)c3=O)cc2C1=O ?
beta cell repl: 0; APJ ag: -3; NALP3 yeast inh: 0; tim23-1 inh: -5; tim10-1 inh: -3; MPTP block: -7.5; TIM10 inh: 3; NR3A LBD binder: -3; APJ antag: 3

Results for COc1ccc(NC(=S)NCc2ccco2)c(OC)c1 ?
beta cell repl: -1; APJ ag: 0; NALP3 yeast inh: 7; tim23-1 inh: -4; tim10-1 inh: -19; MPTP block: 1.3; TIM10 inh: -3; NR3A LBD binder: -2; APJ antag: 6

Results for O=C(CCc1nc(-c2ccccc2F)no1)NC1CCCCCC1 ?
beta cell repl: -1; APJ ag: -1; NALP3 yeast inh: 16; tim23-1 inh: 18; tim10-1 inh: 18; MPTP block: 2.6; TIM10 inh: -9; NR3A LBD binder: -3; APJ antag: 2

Results for CC(C)Cn1c(SCC(=O)Nc2ncccn2)nc2ccccc21 ?
beta cell repl: 1; APJ ag: 0; NALP3 yeast inh: 15; tim23-1 inh: 42; tim10-1 inh: 0; MPTP block: -0.8; TIM10 inh: 5; NR3A LBD binder: 0; APJ antag: -9

What do the screens show for `Cc1ccccc1Oc1ncccc1C(=O)/C(C#N)=C/N(C)C`?
beta cell repl: 3; APJ ag: -4; NALP3 yeast inh: 6; tim23-1 inh: -6; tim10-1 inh: -2; MPTP block: -2.4; TIM10 inh: 7; NR3A LBD binder: -2; APJ antag: -14

What do the screens show for `CCOc1ccc(OCCOC(=O)CNC(=O)c2ccc(Cl)cc2Cl)cc1`?
beta cell repl: 1; APJ ag: 0; NALP3 yeast inh: 21; tim23-1 inh: 16; tim10-1 inh: 20; MPTP block: -1.0; TIM10 inh: -4; NR3A LBD binder: -1; APJ antag: -12

Results for C/C(=N\NC(=S)NC1CCCCC1)c1c(F)cccc1F ?
beta cell repl: -7; APJ ag: -4; NALP3 yeast inh: 39; tim23-1 inh: 34; tim10-1 inh: 4; MPTP block: 1.1; TIM10 inh: 17; NR3A LBD binder: -3; APJ antag: 9

How did O=C(CCCN1C(=O)c2ccccc2C1=O)N1CCc2ccccc2C1 do in these assays?
beta cell repl: 0; APJ ag: -2; NALP3 yeast inh: -4; tim23-1 inh: 22; tim10-1 inh: 21; MPTP block: 1.6; TIM10 inh: 14; NR3A LBD binder: 1; APJ antag: 17

Results for COc1ccc(C2CC(=O)Oc3c(C(CCN4CCN(c5ccccc5)CC4)c4ccc(N(C)C)cc4)c(OC)cc(OC)c32)cc1 (stereo unspecified) ?
beta cell repl: -5; APJ ag: 0; NALP3 yeast inh: 27; tim23-1 inh: 24; tim10-1 inh: 10; MPTP block: 1.6; TIM10 inh: 6; NR3A LBD binder: -7; APJ antag: 10

How did COc1ccc(S(=O)(=O)Nc2ccccc2C)cc1C(=O)N1CCOCC1 do in these assays?
beta cell repl: -3; APJ ag: -2; NALP3 yeast inh: 5; tim23-1 inh: -8; tim10-1 inh: 5; MPTP block: -0.2; TIM10 inh: 1; NR3A LBD binder: 0; APJ antag: -7

How did COc1cccc(C(C(=O)NC2CCCC2)N(C(=O)c2ccco2)c2ccc(NC(C)=O)cc2)c1OC (stereo unspecified) do in these assays?
beta cell repl: 4; APJ ag: 1; NALP3 yeast inh: 16; tim23-1 inh: 12; tim10-1 inh: 7; MPTP block: 0.5; TIM10 inh: -17; NR3A LBD binder: 0; APJ antag: 13

What do the screens show for `O=C(COc1ncnc2ccccc12)Nc1ccccc1[N+](=O)[O-]`?
beta cell repl: 0; APJ ag: 3; NALP3 yeast inh: 13; tim23-1 inh: -1; tim10-1 inh: -2; MPTP block: -0.6; TIM10 inh: -5; NR3A LBD binder: -1; APJ antag: -34

Screening results (PubChem)
